Bioassay records: PubChem, several laboratories
STK33 kinase inh – blocks human STK33 kinase activity | Q9BYT3 | purified STK33, MBP phosphorylation, ADP-Glo luminescence | inhibition, % at 10 µM | actives 0.073% (n = 320,000) | AID 2661;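 active = inhibition at or above 25%, using the most active replicate where run in duplicate; inactive = inhibition below 25%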
Target sequence (Q9BYT3 whole entry, looked up): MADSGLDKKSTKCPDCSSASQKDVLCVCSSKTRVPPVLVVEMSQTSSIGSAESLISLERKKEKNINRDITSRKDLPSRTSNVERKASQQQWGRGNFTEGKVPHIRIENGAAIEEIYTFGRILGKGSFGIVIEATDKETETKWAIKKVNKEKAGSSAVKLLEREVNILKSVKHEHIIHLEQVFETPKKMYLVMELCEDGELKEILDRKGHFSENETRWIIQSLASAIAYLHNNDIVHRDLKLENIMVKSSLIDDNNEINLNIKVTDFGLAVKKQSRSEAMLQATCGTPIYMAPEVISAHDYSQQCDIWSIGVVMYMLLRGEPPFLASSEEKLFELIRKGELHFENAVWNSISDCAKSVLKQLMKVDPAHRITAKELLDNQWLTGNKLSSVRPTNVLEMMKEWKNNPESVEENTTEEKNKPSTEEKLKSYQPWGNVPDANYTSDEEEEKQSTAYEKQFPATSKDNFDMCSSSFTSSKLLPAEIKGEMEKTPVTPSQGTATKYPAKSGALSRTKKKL
KCNQ2 block – KCNQ2 channel blockers in CHO-K1 cells – cell-based, FluxOR thallium flux, B-score, primary screen (AID 2156); O88943; 20 min; stronger effect = lower value; B-score at 10 µM; actives 1.1% (n = 310,000);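 active = fluorescence ratio B-score at most minus 3 library SDs, with starting brightness B-score within 2 library SDs, cut at about -5.5 in these data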
Kir21 inh – blocks the mouse Kir2.1 inward-rectifier potassium channel. AID 1672. HEK293-Kir2.1, FluxOR thallium flux fluorescence; stronger effect = lower value. P35561. B-score at 10 µM. actives 0.85% (n = 310,000);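 active = fluorescence ratio B-score at or below minus 3 SD of library scores, with starting-brightness B-score within 2 SD, cut at about -4.2 in these data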;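 note: channel flux triggered by added potassium and thallium sulfate stimulus; B-score of peak minus minimum fluorescence over baseline after thallium stimulus; more negative B-score means stronger Kir2.1 block with less thallium influx; some compounds called inactive have numbers as strong as hits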
Target sequence (P35561 whole entry, looked up): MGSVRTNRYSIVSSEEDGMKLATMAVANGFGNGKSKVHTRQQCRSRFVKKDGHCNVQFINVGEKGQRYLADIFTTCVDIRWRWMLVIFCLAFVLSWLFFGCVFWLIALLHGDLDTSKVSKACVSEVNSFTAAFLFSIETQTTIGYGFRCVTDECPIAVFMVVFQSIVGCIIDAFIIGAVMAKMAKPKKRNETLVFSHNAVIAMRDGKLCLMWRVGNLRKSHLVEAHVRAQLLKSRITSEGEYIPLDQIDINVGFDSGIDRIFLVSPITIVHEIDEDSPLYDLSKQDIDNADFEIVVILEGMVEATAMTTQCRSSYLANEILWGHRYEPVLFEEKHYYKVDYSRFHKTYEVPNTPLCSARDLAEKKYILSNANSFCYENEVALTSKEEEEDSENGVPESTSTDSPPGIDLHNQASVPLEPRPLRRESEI
* marks the source's active call; other numbers are inactive results; i = inactive; . = not tested or not shown.

STK33 kinase inh	KCNQ2 block	Kir21 inh	molecule
-1.0	i	-0.44	O=C(CN(C1CCCCC1)S(=O)(=O)c1ccc(Cl)cc1)NCc1cccnc1
0.2	i	1.5	CCCC(C(=O)NC1CCCC1)N(Cc1ccccc1Cl)C(=O)c1snc(C(N)=O)c1N (configuration not stated)
1.2	i	0.51	Cc1c(CCC(=O)O)c(=O)oc2c(C)c(OCc3cc4c(cc3Cl)OCO4)ccc12
4.9	i	-0.1	CCOc1cc(-c2c(C)c(C)nc(N)c2C#N)ccc1O
-0.4	i	-0.89	CCn1cc(C(=O)NC(C)CCc2ccccc2)c(=O)c2cc(S(=O)(=O)N(C)C)ccc21 (configuration not stated)
0.4	i	-0.08	Cc1ccc(N2CC(C(=O)Nc3c4c(nn3C(C)(C)C)CS(=O)(=O)C4)CC2=O)cc1C (configuration not stated)
-0.1	i	-0.69	O=C1SC(c2ccccc2)=N/C1=C/c1ccco1
-0.6	i	0.2	O=C(Nc1ccccc1C(=O)NCCCN1CCOCC1)c1ccc(F)cc1F
-1.3	i	-0.16	COc1cc(-c2nnc3n2CCCCC3)cc(OC)c1OC
-1.3	i	0.53	O=C(c1ccc(F)cc1F)N(Cc1ccccn1)Cc1ccco1
-0.3	i	0.14	CC#CCCCC(=O)Nc1cc(OC)nc(OC)n1
0.3	i	-1.1	Cc1ccccc1S(=O)(=O)Cc1ccc(C(=O)N(C)C2CCCCC2)o1
-0.1	i	-1.2	Cc1cc(C)c2c(=O)n(CC(=O)NC3CCCC3)sc2n1
0.5	i	0.42	CC(=O)Nc1ccc(CCc2nc3ccccc3[nH]2)cc1
0.3	i	-0.55	COc1ccc(C(=O)NCc2nnc(SCC(=O)Nc3nnc(C)s3)o2)cc1OC
0.7	i	-0.01	CCCNC(=O)c1cc2cc([N+](=O)[O-])ccc2s1
2.0	i	0.35	O=[N+]([O-])c1ccc(NC(=S)N2CCN(c3ccc(F)cc3)CC2)cc1
-2.5	i	0.52	COc1ccc(C(=O)O)cc1NC(=S)NC(=O)CSc1ccc(Cl)cc1
-0.2	i	0.46	CCCCc1cc(=O)oc2cc(OCC(=O)NCC3CCC(C(=O)O)CC3)ccc12 (configuration not stated)
2.2	i	0.06	CC(NC(=O)CNC(=O)c1sc2ccccc2c1Cl)c1ccc(S(N)(=O)=O)cc1 (configuration not stated)

Limited to Kir21 inh and KCNQ2 block, for some of the entries so far:
SMILES	Kir21 inh	KCNQ2 block
O=C(Nc1ccccc1C(=O)NCCCN1CCOCC1)c1ccc(F)cc1F	0.2	i
COc1cc(-c2nnc3n2CCCCC3)cc(OC)c1OC	-0.16	i
O=C(c1ccc(F)cc1F)N(Cc1ccccn1)Cc1ccco1	0.53	i
CC#CCCCC(=O)Nc1cc(OC)nc(OC)n1	0.14	i

Next structures:
STK33 kinase inh	KCNQ2 block	Kir21 inh	molecule
-0.2	i	-1	O=C(CN1CCC(O)(c2ccccc2)CC1)Nc1ccc2c(c1)OCCO2
-2.2	i	1.4	CCOc1ccc2[nH]cc(C(=O)O)c(=O)c2c1
-2.6	i	-0.32	O=C(NCC1CCCO1)c1nn2c(C(F)(F)F)cc(-c3cccs3)nc2c1Cl (configuration not stated)
0.4	i	1.8	CN(CCOc1ccccc1)CC(=O)Nc1cccc(C#N)c1
-1.4	i	0.07	COc1ccccc1CNC(=O)COC(=O)c1cc(C)oc1C
-0.6	i	-0.47	Cc1cc(=O)n(Cc2ccccc2)c2ccccc12
0.1	i	-0.25	COc1ccccc1N1C(=O)CC(N2CCN(c3ccc(F)cc3)CC2)C1=O (configuration not stated)
-0.2	i	1.8	CCOc1nc(NC(=O)NS(=O)(=O)Oc2ccccc2Cl)nc(-c2ccccc2)n1
-0.6	i	-1.1	COC(=O)/C=C1/SC(=NC(=O)c2ccc(Cl)cc2)NC1=O
-0.4	i	0.02	Nc1nc2c(nc(N3CCCCC3)n2[C@@H]2O[C@H](CO)[C@@H](O)[C@H]2O)c(=O)[nH]1
-1.6	i	0.11	O=[N+]([O-])c1ccc(CSC2=NCCS2)cc1
3.7	i	0.05	COc1ccc(CN(C#N)c2nc(C)cc(C)n2)cc1
-0.4	i	-0.33	Cc1ccc(C)c(N2CCN(C(=O)C3CCN(c4nnc(N5CCCC5=O)s4)CC3)CC2)c1
-1.0	i	-0.95	Nc1ccc(Oc2ccc3nc(-c4ccccc4)c(-c4ccccc4)nc3c2)cc1
-0.8	i	-2.6	Cc1nn(CC2CC2)c(=O)n1-c1ccc(Cl)cc1
-1.4	i	-0.82	OCC1(Cc2cccc(Cl)c2)CCCN(Cc2ccc(F)c(F)c2)C1 (configuration not stated)
-1.2	i	0.9	COc1ccc(N2CCN(C(=O)c3ccc(C)cc3Cl)CC2)cc1
0.7	i	-1.7	CCc1ccc(CNC(=O)c2ccc(OC3CCN(C(=O)COC)CC3)cc2)nc1
-2.6	i	1.6	O=[N+]([O-])c1ccccc1Oc1ccccc1Cl
-0.1	i	-1.4	COc1ccc(NC(=O)Cn2cccc2)cc1Cl

Following part:
STK33 kinase inh	KCNQ2 block	Kir21 inh	molecule
-2.8	i	0.29	C/C(=N\O)c1ccc(Cl)cc1Cl
-1.0	i	-0.59	CCNC(=O)/C(=C/c1ccc2c(c1)OCO2)NC(=O)c1ccc(Br)cc1
0.4	i	0.45	Oc1ccc(/C=N/NC(=S)NCCN2CCOCC2)c(O)c1
-0.5	i	-1.8	CC(C)Oc1cccc(-c2nnc(SCC(=O)Nc3ccc4c(c3)OCCO4)n2N)c1
-2.0	i	0.04	O=C(Nc1ccc2c(c1)OCO2)N1CCC(CO)(CC2CCCCO2)CC1 (configuration not stated)
1.4	i	1	COc1cc(/C=N/NC(=S)Nc2cccnc2)cc(OC)c1O
.	i	1.2	O=C(NNS(=O)(=O)c1ccccc1)c1cccs1
-0.8	i	0.44	Cn1c(-c2cccc(Br)c2)cnc1NCc1cccnc1
-0.3	i	0.46	O=C(COc1cccc2c1CCNC2=O)Nc1cccc(C(F)(F)F)c1
-0.2	i	-0.23	Cc1c(C(=O)N2CCN(S(=O)(=O)c3ccc(F)cc3)CC2)oc2ccccc12
-0.8	i	-1.3	O=C(Nc1cccc(F)c1)c1ccc(S(=O)(=O)N2CCCC2)cc1
-0.2	i	0.03	CC(=O)c1ccc(NC(=O)CO/N=C(\C)c2cccs2)cc1
-2.0	i	2.5	CCCN(CC(=O)Nc1ccc(Cl)cc1Cl)C(=O)c1ccc(=O)[nH]c1
-1.7	i	2	Nc1nc(-c2ccccc2)c(-c2ccccc2)s1
0.1	i	-0.45	CCS(=O)(=O)N1CCC2(CC1)OCCN2S(=O)(=O)c1ccc(C)cc1
-1.5	i	-0.38	Cc1ccc(S(=O)(=O)NC(C)(C)CSc2nnc(N)s2)cc1
-1.6	i	-1.1	CC(CN1CCCCC1)NC(=O)c1cccs1 (configuration not stated)
0.0	i	-0.05	CCCCNC(=O)COC(=O)CCC(=O)c1ccc(F)cc1
-0.3	i	0.6	O=C(Cc1ccc(Cl)cc1)Nc1cccc(S(=O)(=O)Nc2ccccc2F)c1
-0.5	i	-0.41	Cc1ccccc1OCCSc1nnc(-c2cccnc2)n1N

More records.
STK33 kinase inh	KCNQ2 block	Kir21 inh	molecule
-1.9	i	0.11	CCOC(=O)c1c(C)[nH]c(C(=O)COC(=O)C23CC4CC(CC(Cl)(C4)C2)C3)c1C
-0.5	i	0.07	CCC(C)c1ccc(OCC(=O)Nc2ccc3[nH]c(=O)[nH]c3c2)cc1 (configuration not stated)
-0.1	i	1.2	NC(=O)NCc1cccnc1
0.0	i	1.6	O=C(c1ccc(F)cc1)N(NC(=O)C(O)(c1ccccc1)c1ccccc1)c1ccccc1
-0.5	i	-0.1	Cc1cc(NC(=O)Cc2ccccc2)no1
0.0	i	1.1	Cc1nc(CS(=O)(=O)c2ccccn2)sc1C(=O)NNC(=O)c1ccc(Cl)cc1
-1.2	i	0.41	COc1cc(/C=N/N(C)C2=NS(=O)(=O)c3ccccc32)cc(OC)c1OC
0.2	i	-1.1	O=C(CN1C(=O)CSC1=O)Nc1ccc(N2CCOCC2)cc1
0.2	i	0.07	CCOC(=O)c1c(N)sn(-c2ccccc2C)c1=S
0.9	i	0.51	Cc1ccc(S(=O)(=O)N/N=C/c2ccc(O)c(O)c2)cc1[N+](=O)[O-]
2.2	i	-0.17	O=S(=O)(c1cccs1)N1CCN(c2ccccn2)CC1
-0.7	i	-0.54	CN(c1ccc(C(=O)NCC2CCCO2)cc1)S(C)(=O)=O (configuration not stated)
-1.2	i	-0.94	Cc1cc(C(=O)Nc2ncn[nH]2)ccc1[N+](=O)[O-]
-0.7	i	1.2	Cc1cc(N2CCOCC2)nc2ccc(NC(=O)CCC(=O)N3CCC(C)CC3)cc12
5.3	i	0.77	Cc1ccc(NC(=S)Nc2cccc3cnccc23)c(C)c1
-0.8	i	-0.77	CCC(c1nnnn1C(C)(C)CC)N1CCN(c2ccccc2F)CC1 (configuration not stated)
-0.5	i	-0.71	CCOC(=O)N1CCN(Cc2nc(N)nc(Nc3ccc(Cl)cc3)n2)CC1
-1.8	i	-0.17	Cc1ccc(Cl)c(OCCN2CCc3ccccc3C2)c1
-0.8	i	-0.67	Cc1ccc2cccc(OCC(=O)Nc3ccc4c(c3)OCO4)c2n1
-0.5	i	-0.51	O=C(CSc1nnc(NC(=O)C2CC2)s1)Nc1ccccc1

The last three records of the section before lead into the next:
STK33 kinase inh	KCNQ2 block	Kir21 inh	molecule
-1.8	i	-0.17	Cc1ccc(Cl)c(OCCN2CCc3ccccc3C2)c1
-0.8	i	-0.67	Cc1ccc2cccc(OCC(=O)Nc3ccc4c(c3)OCO4)c2n1
-0.5	i	-0.51	O=C(CSc1nnc(NC(=O)C2CC2)s1)Nc1ccccc1
-0.3	i	0.33	CCc1ccc(-c2csc3[n+]2CCN3C(C)=O)cc1
-1.8	i	-0.78	CC1=C(C(=O)Nc2ccccn2)C(c2ccccc2Cl)NC(=S)N1 (configuration not stated)
-2.4	i	-1.7	CS(=O)(=O)c1cccc(C(=O)NCc2ccccc2)c1
0.0	i	0.23	CC(C)C[C@H](NC(=O)OC(C)(C)C)C(=O)N/N=C/C1=Cc2ccccc2OC1C (some centres not stated)
-0.6	i	0	COc1ccc(C2=NN(C(=O)CCCC(=O)O)C(c3cccs3)C2)cc1OC (configuration not stated)
-0.3	i	-1.2	COc1ccccc1OCc1ccc(C(=O)Nc2ccccc2F)cc1
-0.2	i	0.1	O=C(C(=O)N1CCCCCC1)c1c[nH]c2ccccc12
-0.1	i	1.4	CCOC(=O)CNC(=O)CSc1nc(-c2cccc(C)c2)ns1
0.2	i	1.2	CC(C)CC(NS(=O)(=O)c1cc(C(=O)O)ccc1Cl)C(=O)O (configuration not stated)
.	i	0.1	O=C(NCC1OCCc2ccccc21)c1ccc(NC(=O)c2cccc(Br)c2)cc1 (configuration not stated)
0.1	i	0.01	Clc1cccc2sc(N3CCN(c4ccccc4)CC3)nc12
-1.3	i	0	NC(=O)c1ccc(N2CCCCC2)c(N2C(=O)C3CC=CCC3C2=O)c1 (configuration not stated)
-2.7	i	-3.8	CC(C(=O)NC1CCCC1)N1C(=O)c2cccc3cccc1c23 (configuration not stated)
-0.3	i	0.83	Cn1c(=O)c(=O)n(C)c2cc([N+](=O)[O-])c(N3CCOCC3)cc21
-0.5	i	0.22	CCC1(C)Cc2c(sc3nc(SC)[nH]c(=O)c23)CO1 (configuration not stated)
2.4	i	1.8	COc1ccc(C(=O)Nc2cccc(-c3nnc(-c4ccco4)o3)c2)cc1
-1.3	i	0.01	Cc1ccsc1C(=O)OCC(=O)NCCCc1ccccc1
-0.1	i	0.09	Cc1c(C(=O)NCC2COc3ccccc3O2)oc2ccc(S(=O)(=O)N3CCOCC3)cc12 (configuration not stated)
-1.0	i	-0.18	CCCc1cc(C(=O)OC)c(NC(=O)OCC)s1
-0.4	i	0.48	Cc1ccccc1CNC(=O)CCC(=O)N1Cc2ccccc2Oc2ncccc21

Some values from the results shown.
`Cc1c(C(=O)NCC2COc3ccccc3O2)oc2ccc(S(=O)(=O)N3CCOCC3)cc12` (configuration not stated) @ STK33 kinase inh: -0.1
`CC(C)C[C@H](NC(=O)OC(C)(C)C)C(=O)N/N=C/C1=Cc2ccccc2OC1C` (some centres not stated) @ STK33 kinase inh: 0.0
`O=C(NCC1OCCc2ccccc21)c1ccc(NC(=O)c2cccc(Br)c2)cc1` (configuration not stated) @ Kir21 inh: 0.1
`CC(C(=O)NC1CCCC1)N1C(=O)c2cccc3cccc1c23` (configuration not stated) @ STK33 kinase inh: -2.7
`CCOC(=O)CNC(=O)CSc1nc(-c2cccc(C)c2)ns1` @ STK33 kinase inh: -0.1

Later entries.
STK33 kinase inh	KCNQ2 block	Kir21 inh	molecule
1.5	i	-0.17	COc1ccc2[nH]c(N=Nc3ccccc3C)c(O)c2c1
-1.2	i	2.3	Cc1nc2cc(-c3cccc(F)c3)nn2c(C)c1CCC(=O)NC(C)CCc1ccco1 (configuration not stated)
-2.9	i	-0.38	CN1C(=O)C(C)(C)c2cc(S(=O)(=O)N3CCN(c4cccc(Cl)c4)CC3)ccc21
-0.6	i	0.11	O=C(Nc1ccon1)c1ccc(Cl)s1
1.2	i	0.85	COCCNc1ncnc2c1[nH]c1ccccc12
0.7	i	-0.04	Nc1ccc2c(c1)-c1ccccc1S(=O)(=O)N2
-1.0	i	0.59	CC(C(=O)Nc1ccc2c(c1)OCCO2)N1Cc2ccccc2C1=O (configuration not stated)
-0.9	i	-0.53	COc1ccc(C(=O)NCCc2nnc3ccc(SCC(=O)N4CCCC4)nn23)cc1
-1.0	i	-3.9	COc1ccc(F)cc1S(=O)(=O)N1CCCC(C)C1 (configuration not stated)
-2.4	i	-1.6	O=C(NCCCn1ccnc1)c1ccc(NS(=O)(=O)c2cccc([N+](=O)[O-])c2)cc1
-2.2	i	-0.31	O=c1[nH]c(CSc2nnc(COc3ccccc3)n2-c2ccccc2)nc2ccccc12
